EP2 mod = modulates human prostaglandin E2 receptor EP2 signaling | P43116 | EP2-expressing cells, cAMP HTRF FRET, PGE2 co-stimulation | induction, % at 25 µM | 260,000 compounds, 0.83% hits;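 active = compounds whose cAMP rise, as percent of the full-agonist control response, exceeds 60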;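 also: rat C6 glioma line stably carrying human EP2 under a CMV promoter; the protocol text gives 20 µM as final concentration; 100% = response of wells given 1 µM PGE2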
Target sequence (P43116 whole entry, looked up): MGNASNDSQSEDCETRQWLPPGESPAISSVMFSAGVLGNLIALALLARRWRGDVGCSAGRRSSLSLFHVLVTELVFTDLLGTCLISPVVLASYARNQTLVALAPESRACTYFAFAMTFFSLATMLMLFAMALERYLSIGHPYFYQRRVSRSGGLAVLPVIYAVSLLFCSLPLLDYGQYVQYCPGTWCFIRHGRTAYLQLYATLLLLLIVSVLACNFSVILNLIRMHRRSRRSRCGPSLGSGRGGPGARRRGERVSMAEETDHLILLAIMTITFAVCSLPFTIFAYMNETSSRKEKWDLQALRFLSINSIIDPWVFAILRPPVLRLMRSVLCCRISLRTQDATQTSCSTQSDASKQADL
PGE2 EP2 inh = blocks the human prostaglandin E2 receptor EP2; C6 glioma cells expressing human EP2, cAMP TR-FRET; cells stimulated with saturating PGE2; 260,000 compounds, 0.52% hits; inhibition, % at 25 µM;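 active = percent inhibition above 40 after rounding to a whole number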;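 also: rat C6 glioma host cells with rolipram phosphodiesterase inhibitor present; the protocol text gives 20 µM as final concentration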
Numbers without * were called inactive; & = joins results of further samples.

SMILES | EP2 mod | PGE2 EP2 inh
CCCn1c(SC(C)C(=O)Nc2c(C)cccc2C)nnc1-c1ccccn1 (centres undefined) | 38 | 15
COc1cc(C2C3=C(CCCC3=O)NC3=C2C(=O)CCC3)ccc1OCC(N)=O | 0 | 12
CCn1c(=O)c(C(=O)Nc2nc(C)cs2)c(O)c2ccccc21 | 4 | 9
CC(=O)CSc1nnc(-c2ccncc2)n1-c1ccccc1 | -17 | 5
COC(=O)CC1C(C)(C)C(OC(C)=O)[C@@H]2[C@@H](OC(C)=O)[C@]34O[C@@]2(O)[C@]1(C)C3CC[C@]1(C)C4=CC(=O)O[C@H]1c1ccoc1 (some centres undefined) | 53 | 9
Cc1cc(C)c2cc(CN(CCCN3CCCC3=O)S(=O)(=O)c3ccc(F)cc3)c(=O)[nH]c2c1 | -19 | 13
COc1nc(C)c(CC(=O)Nc2ccc3[nH]c4c(c3c2)CCCC4)c(OC)n1 | -85 | 5
OC(CN1CCC2(CC1)CC(O)c1cc(F)ccc1O2)c1ccc2ccccc2c1 (centres undefined) | -95 | 5
O=C(CC12CC3CC(CC(C3)C1)C2)Nc1cccc(NC(=O)c2ccco2)c1 | -6 | 7
Cc1cccc(C)c1NC(=O)CN1CCC(c2nc3ccccc3s2)CC1 | -65 | 7
CC(C)N(C(=O)CC1CCCCC1)c1nnc(-c2ccc(Cl)cc2)s1 | 11 | 20
Cc1ccc(NC(=O)CSc2nc3ccccc3n2CC(=O)N2CCCC2)cc1 | -37 | 10
CCn1c(N2CCC(C(=O)NC(C)CCc3ccco3)CC2)nc2ccccc21 (centres undefined) | -6 | 5
CCN(CC)CCNC(C)C(=O)N1CCc2ccccc21 (centres undefined) | -17 | 7
c1ccc(-n2nc3ccc4nonc4c3n2)cc1 | -68 | 9
COc1ccc(/C=C2\C(=O)NC(=O)N(c3ccc4c(c3)OCO4)C2=O)cc1O | -51 | 11
Cc1nn(C)cc1S(=O)(=O)N1CCN(C(c2ccccc2)c2ccccc2)CC1 | 21 | 5
Cc1ccc(-c2noc(C3CCCN(C(=O)c4ccc(Cl)cc4)C3)n2)o1 (centres undefined) | -60 | 12
O=C(NCc1ccc(Cl)cc1)C1CCN(C(=O)NC2CCCCC2)CC1 | -1 | 5
Cc1cc(C)c2[nH]c(=O)c(CN(CCN(C)C)C(=S)NCC3CCCO3)cc2c1 (centres undefined) | -32 | 13
COc1ccccc1OCC(O)Cn1c(=N)n(C)c2ccccc21 (centres undefined) | -27 | 9
Cc1sc2nc(C3CC3)n3c(=O)[nH]nc3c2c1C | 3 | 10
COc1cccc(C2(NC(=O)CCn3nccc3C)CCCC2)c1 | -35 | 8
CCC(CN1CCCC1)NC(=O)Cc1sc(C)nc1-c1cc(C)ccc1C (centres undefined) | -39 | 5
CN(C)CCN(Cc1cccs1)Cc1cccc(F)c1F | -23 | 5

Single records, from the list above. Screens in order: EP2 mod	PGE2 EP2 inh
CC(=O)CSc1nnc(-c2ccncc2)n1-c1ccccc1 is entered as -17	5
Cc1cccc(C)c1NC(=O)CN1CCC(c2nc3ccccc3s2)CC1 is entered as -65	7
COc1cc(C2C3=C(CCCC3=O)NC3=C2C(=O)CCC3)ccc1OCC(N)=O is entered as 0	12
Cc1ccc(-c2noc(C3CCCN(C(=O)c4ccc(Cl)cc4)C3)n2)o1 (centres undefined) is entered as -60	12
Cc1cc(C)c2cc(CN(CCCN3CCCC3=O)S(=O)(=O)c3ccc(F)cc3)c(=O)[nH]c2c1 is entered as -19	13

Carrying on:
SMILES | EP2 mod | PGE2 EP2 inh
CC1CC(C)CN(C(=S)Nc2ccccc2)C1 (centres undefined) | -4 | 25
Cc1cc2cc(C)c3nnc(SCC(=O)Nc4ccc(N(C)C)cc4)n3c2cc1C | 14 | 13
CCc1ccc2[nH]c(=O)c(CN(Cc3cccnc3)C(=S)Nc3ccccc3)cc2c1 | -27 | 20
O=[N+]([O-])c1ccc(Nc2nc3ccccc3s2)cc1 | -10 | 11
CCC(CC)c1nnc(NC(=O)C2CCCCC2)s1 | -14 | 9
COc1ccc(C2NC(=O)NC(C)=C2C(=O)OC(C)(C)C)c(OC)c1 (centres undefined) | -8 | 5
Brc1ccccc1-c1nnc(SCCN2CCOCC2)o1 | -1 | 6
Cc1sc(C2C(C#N)=C(N)OC3=C2C(=O)CCC3)cc1COc1ccc(F)cc1 (centres undefined) | -49 | 6
Cc1cc2cc3c(cc2n2c(SCC(=O)Nc4ccc(Cl)cc4)nnc12)OCCO3 | -43 | 19
CCn1cc(CN(CCCN2CCOCC2)Cc2ccc(C)o2)c(C)n1 | 16 | 10
Cc1nc(C(N)=O)c2[nH]c(=O)n(-c3cccc(F)c3)c2n1 | -13 | 6
CCc1nc2ccccc2c(C(=O)Nc2cccc(C)c2C)c1C | -38 | 11
COc1ccc(C)cc1NC(=O)Cn1nnc(-c2ccc(F)cc2)n1 | -2 | 14
Cc1ccc(Cn2c(SCC(=O)N3CCC(C)CC3)nc3c2c(=O)n(C)c(=O)n3C)cc1 | 3 | 11
Cc1ccc(SCC(=O)Nc2nnc(C(C)(C)C)s2)cc1 | 36 | 10
Cc1ccc(NC(=S)N(CCO)Cc2cc3cccc(C)c3[nH]c2=O)cc1 | -11 | 15
COc1ccc(CN2CCc3nc(N4CCC(C)CC4)[nH]c(=O)c3C2)cc1CO | 6 | 5
COC(=O)c1c(NC(=O)c2ccco2)sc(C(=O)Nc2cc(C)cc(C)c2)c1C | 1 | 10
CCC(C(=O)NC(C)(C)C)N(C(=O)c1snc(C(N)=O)c1N)c1cccc(C)c1 (centres undefined) | 12 | 6
CCC(c1nnnn1C(C)(C)CC)N(Cc1ccc(C)cc1)Cc1cc2cc(C)cc(C)c2[nH]c1=O (centres undefined) | -19 | 10
O=C(Nc1ccc(Cl)c(C(F)(F)F)c1)c1cccnc1 | -150 | 18
COc1cc2c(cc1CCNS(=O)(=O)c1ccc3c(c1)oc(=O)n3C)CCC2 | -80 | 7
CS(=O)(=O)N1CCC(C(=O)NCc2ccccn2)CC1 | 12 | 5
CNC(=O)CSc1nnc(-c2ccccc2)n1C1CCCCC1 | -47 | 14
CN(C)CCN(Cc1ccc(Cl)cc1)Cc1cccs1 | -50 | 6

4 entries already listed, arranged by molar mass, ascending.
SMILES | EP2 mod | PGE2 EP2 inh
COc1ccc(C2NC(=O)NC(C)=C2C(=O)OC(C)(C)C)c(OC)c1 (centres undefined) | -8 | 5
Brc1ccccc1-c1nnc(SCCN2CCOCC2)o1 | -1 | 6
Cc1sc(C2C(C#N)=C(N)OC3=C2C(=O)CCC3)cc1COc1ccc(F)cc1 (centres undefined) | -49 | 6
Cc1cc2cc3c(cc2n2c(SCC(=O)Nc4ccc(Cl)cc4)nnc12)OCCO3 | -43 | 19

Next entries.
SMILES | EP2 mod | PGE2 EP2 inh
COc1ccc(CN2CC(CN3CCOCC3)c3ccccc32)cc1CO (centres undefined) | -35 | 9
Nc1cc(-c2cccs2)nn(CC(=O)NCc2cccc(Cl)c2)c1=O | -80 | 8
CCn1c(SCC(=O)Nc2ccc(NC(=O)c3ccccc3F)cc2)nnc1-c1cccnc1 | -46 | 3
COC(=O)c1ccccc1NC(=O)CSc1nnc(Cn2nnc3ccccc32)n1C | 27 | 9
CNSc1nncs1 | -7 | 10
COc1cc2c(cc1CN(CCCn1ccnc1)Cc1ccccc1F)OCO2 | 8 | 11
CC(=O)C1=C(O)C(=O)N(Cc2ccccc2)C1c1cccnc1 (centres undefined) | -3 | 12
COc1ccc(CCNC(=O)Cn2nc3n(C)c4ccccc4n3c2=O)cc1OC | -3 | 9
CS(=O)(=O)N(CC(=O)NCc1ccc2c(c1)OCO2)c1cccc(C(F)(F)F)c1 | -6 | 5
COc1cc(OC)c(OC)cc1/C=C/C1=CCN(C)CC1 | -39 | 7
O=C(CCc1ccccc1)NCc1ccco1 | -8 | 17
O=C(O)C1(O)C[C@@H](O)C(O)[C@H](O)C1 (some centres undefined) | 23 | 10
Cc1nnc(SCC(=O)Nc2ccc(O)cc2)s1 | -1 | 8
COc1ccc(NC(=O)c2ccc(C3SCC(=O)N3Cc3ccco3)cc2)cc1OC (centres undefined) | -92 | 7
COc1ccc(CCNCC(=O)N2c3ccccc3C(C)CC2(C)C)cc1 (centres undefined) | -41 | 9
CC(=O)NCCNc1nc2c(c(=O)n(C)c(=O)n2C)n1Cc1ccc(Cl)cc1Cl | 24 | 15
C=CCc1cc(/C=C/c2nc(O)c([N+](=O)[O-])c(=O)[nH]2)cc(OC)c1OC | 15 | 9
Cc1ccc(NC(=O)CSc2ncnc3sc4c(c23)CCC4)cc1C | -3 | 17
COc1ccccc1NC(=O)N(Cc1cccs1)Cc1cc2cc(OC)c(OC)cc2[nH]c1=O | -9 | 11
CC1CC2C3CCC4=CC(=O)C=C[C@]4(C)[C@@]3(F)[C@@H](O)C[C@]2(C)[C@@]1(O)C(=O)CO (some centres undefined) | 18&16 | 8&9
CC(c1ccccc1)n1cc(C(=O)NCCCN2CCOCC2)nn1 (centres undefined) | -38 | 9
CCS(=O)(=O)N1CCC(c2ccccc2F)CC1 | -35 | 10
COc1ccc(-n2nnnc2SCC(N)=O)cc1OC | -13 | 11
CCN1CC=C2C(C#N)=C(N)C(C#N)(C#N)C(C)C2C1 (centres undefined) | -5 | 6
COc1cc(C2/C(=C(/O)c3ccc(C)cc3)C(=O)C(=O)N2CCO)ccc1O (centres undefined) | 5 | 10
Remaining list, next part
SMILES | EP2 mod | PGE2 EP2 inh
N[C@@H]1[C@@H](O)[C@H](O)[C@@H](CO)O[C@H]1O | 8 | 9
Cc1cc(C)c(NC(=O)CSc2nc(O)cc(=O)[nH]2)c(C)c1 | -23 | 4
C=CCOc1ccccc1NC(=O)c1cc2c([nH]c1=O)CCCCC2 | -41 | 7
CC(=O)Nc1ccc(S(=O)(=O)N2CC=C[C@@H]2C(=O)NCCc2ccccc2)cc1 | -15 | 8
CC1CCN(C(=O)CN(C)S(=O)(=O)c2ccc3ccccc3c2)CC1 | -94 | 8
CCN1CCN(Cc2nc3c([nH]2)c(=O)n(C)c(=O)n3C)CC1 | 3 | 9
Cc1cc2cc(CN(Cc3cccs3)Cc3nnnn3Cc3ccccc3)c(=O)[nH]c2cc1C | 18 | 14
Cc1nn(-c2ccccc2)c(Cl)c1C(=O)N(Cc1nc2ccccc2c(=O)[nH]1)C1CCCCC1 | 26 | 13
O=C(Cn1cc(C(=O)C2CC2)c2ccccc21)NCc1cccnc1 | -26 | 13
CC1CCN(C(=O)CN(c2ccc(C(C)C)cc2)S(C)(=O)=O)CC1 | -42 | 6
CCOc1ccc(N2C(=O)N(c3cccc(Cl)c3)C3CS(=O)(=O)CC32)cc1 (centres undefined) | -26 | 3
CCC(=O)NCC[C@@H]1CCc2ccc3c(c21)CCO3 | 11 | 12
CC1CCN(CC(=O)N2c3ccccc3Sc3cc4ccccc4cc32)CC1 | 37 | 46*
COCCNc1nnc(C2CCOC2)s1 (centres undefined) | 2 | 6
O=C1CC2(CCN(C(=O)C3CCCCC3)CC2)Oc2ccc(Cl)cc21 | -53 | 4
CCCn1c2ccccc2n2c(C(=O)c3cccs3)c(C)nc12 | 2 | 8
O=C(O)Cc1[nH]cnc1C(=O)O | 35 | 7
Cc1nc(-c2ccccc2)c2ccccn12 | -38 | 9
CCCC(=O)Nc1nc2ccc(F)cc2s1 | -64 | 11
CCS(=O)(=O)N1CCN(S(=O)(=O)c2ccc(S(=O)(=O)NC3CCCC3)cc2)CC1 | -14 | 8
O=c1c2ccccc2c2nc3c(=O)c4ccccc4c3nc12 | -15 | 8
Cc1cccc(-c2nnc(N(C)C(=O)C3CCC3)s2)c1 | -20 | 10
CCn1c(=O)oc2cc(S(=O)(=O)N3CCCC(C(N)=O)C3)ccc21 (centres undefined) | -23 | 4
COc1ccc(C2C3=C(Nc4ncnn42)c2ccccc2OC3c2ccccc2)cc1OC (centres undefined) | -3 | 4
Cc1cc(NC(=O)CSc2ccc(Cl)cc2)ccc1NC(=O)c1ccco1 | -36 | 9
More structures
SMILES | EP2 mod | PGE2 EP2 inh
CCOc1ccccc1-n1c(SCC(=O)N2CCOCC2)nnc1-c1ccoc1C | -29 | 5
Cc1ccc(C2(O)CCN(CCNC(=O)c3cccc(N(C)C)c3)CC2)cc1 | -82 | 4
COCCCn1c(SCC(=O)NCc2ccco2)nnc1-c1ccc(C(C)(C)C)cc1 | -9 | 9
Cc1sc2nc(C(C)C)n(C3CCN(CC(=O)NC(C)C)CC3)c(=O)c2c1C | -12 | 8
COc1cc2[nH]c(=O)c(C(=O)NCCCN(C)C)c(O)c2cc1OC | 19 | 7
CCn1c(SCC(=O)Nc2ccccc2Br)nnc1-c1ccccc1OC | -20 | 7
Cc1cc(C)c2cc(CN(Cc3ccc4c(c3)OCO4)C(=O)Nc3ccccc3Cl)c(=O)[nH]c2c1 | 18 | 30
CC(C)c1nnc(SCC(=O)NC2CCCC2)n1C | -67 | 4
COc1ccc(OC)c(NC(=O)C2CCN(C(=O)c3ccccc3Cl)CC2)c1 | 1 | 14
Cc1nn(CC(=O)NCCCN2CCC(C)CC2)c(=O)c2cc3occc3n12 | -17 | 6
O=C(Cn1c2c(c3ccccc31)CCC2)NCCCc1ccccn1 | -88 | 10
CCn1c(COc2ccccc2OC)nnc1SCC(=O)Nc1nc(C)cs1 | 3 | 10
O=C(NCc1cccnc1)C1CCCN1S(=O)(=O)c1ccccc1 (centres undefined) | -49 | 9
CCCNC(=O)c1ccc(Cl)c(S(=O)(=O)N2CCOCC2)c1 | -14 | 7
COc1ccc(C(=O)CSc2nc3sc4c(c3c(=O)[nH]2)CCCC4)cc1 | -105 | 12
CCOc1nc(-c2cccc(OC)c2)ccc1-c1noc(C)n1 | 43 | 5
Cc1ccc(C2(O)CCN(CCNC(=O)c3c(F)cccc3F)CC2)cc1 | 0 | 5
C[C@H](NC(=O)c1ccc(Cl)c(Cl)c1)c1ccc(-c2ccccc2)cc1 | -41 | 55*

This is a subset; the hit share may differ from the screen's.
